Assay outcomes from PubChem BioAssay.
GRP78 ERSR act: ER stress response induction in glioma | U87-MG GRP78 promoter luciferase reporter, 16 h | Potency, µM, for the others: at the highest dose activation, usual class: activators | hit rate 0.02% among 420,000; note: potency is the fitted concentration of half-maximal effect; series mostly up to about 76 µM; % of control where 0% means no effect; nearly all actives have a fitted effect of over 35% in size
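ERSR induction read as luciferase luminescence (Bright-Glo, 10 min at room temperature) in stably transfected human U87-MG glioma cells exposed to compounds for 16 h, using GRP78 as sensor.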
RGS4 inh: inhibitors of human regulator of G protein signaling 4; P49798; Transcreener GDP fluorescence polarization, RGS4-accelerated GTP hydrolysis; Potency, µM (series often up to 114 µM), without a hit: top-dose activity change, negative = inhibition, hits mostly inhibitors; hit rate 0.039% among 390,000; note: potency is the fitted concentration of half-maximal effect; % is set by controls: 0 for no effect and ±100 for the full control effect; nearly all actives have a fitted effect of over 75% in size; some results filed as inactive show a strong effect at the top dose
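MLSMR compounds (23 nl, pin-transferred) preincubated 10 min at room temperature with a 500nM (2x) first reagent, then RGS4 at 900nM (2x) plus Transcreener GDP mix added; fluorescence polarization (620/688 nm) read before and after 90 min at 30 °C.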
LDHA inh: blocks human lactate dehydrogenase A; P00338; purified LDHA, NADH/diaphorase-resazurin fluorescence; stronger effect = lower value; activity change, % (values are at about 110 or 230 µM); hit rate 0.15% among 480,000; in the data active = activity change below about -30%; inconclusive = mostly about -25% to -30%;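 note: plate controls were DMSO wells for no effect and wells without enzyme for full effect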
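Enzyme activity of human lactate dehydrogenase 5 (2 nM; 0.06 mM NADH, 0.2 mM pyruvate, 5 min, RT) is measured via a resazurin/diaphorase fluorescence readout of residual NADH.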
Vif-APOBEC3G blk: blocks the Vif interaction with human APOBEC3G; HeLa A3G-eYFP + Vif (tagged APOBEC3G with the HIV-1 protein that degrades it), YFP fluorescence, overnight; Q9HC16; AID 602310; hit rate 0.076% among 410,000; Potency, µM (series often up to 46.1 µM), for inactives: at the top dose activity, negative = active, most hits filed as inhibitors;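 note: potency is the fitted concentration of half-maximal effect; % is set by controls: 0 for no effect and ±100 for the full control effect; nearly all actives have a fitted effect of over 60% in size; hits raise eYFP signal because A3G escapes Vif-driven loss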
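HeLa cells stably expressing Vif and C-terminally eYFP-tagged A3G, seeded overnight at 37 deg C, then exposed to compound by pintool overnight at 37 deg C. Rise in yellow fluorescence (Ex 488/Em 500-530, Acumen) marks blocked Vif-driven A3G degradation.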
D2 agonist: D2 dopamine receptor (human) agonism. P14416. HEK293 T-REx D2 cells, calcium flux agonist mode. activation, % at 2 µM. hit rate 0.53% among 340,000. AID 485358;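 active = activation over 3 SD above normal in the single-dose calcium agonist read, cut at about 30% in these data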; note: 0% is about no effect
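Agonism scored from kinetic calcium signal (1 read/sec, 180 s) following compound pin transfer, after a 10 s baseline. Cells: HEK293 Trex line expressing inducible D2 receptor coupled to calcium, dye-loaded after overnight culture at 30 C.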
ALOX12 inh: blocks human arachidonate 12S-lipoxygenase; P18054; purified 12hLO, xylenol orange hydroperoxide absorbance; Potency, µM (titrated, usually from 108 µM), for inactives: at the highest dose activity change, negative = inhibition, hits mostly inhibitors; hit rate 1.1% among 580,000; AID 1671190; note: potency is the fitted concentration of half-maximal effect; % is set by controls: 0 for no effect and ±100 for the full control effect
Target sequence (P18054 whole entry, looked up): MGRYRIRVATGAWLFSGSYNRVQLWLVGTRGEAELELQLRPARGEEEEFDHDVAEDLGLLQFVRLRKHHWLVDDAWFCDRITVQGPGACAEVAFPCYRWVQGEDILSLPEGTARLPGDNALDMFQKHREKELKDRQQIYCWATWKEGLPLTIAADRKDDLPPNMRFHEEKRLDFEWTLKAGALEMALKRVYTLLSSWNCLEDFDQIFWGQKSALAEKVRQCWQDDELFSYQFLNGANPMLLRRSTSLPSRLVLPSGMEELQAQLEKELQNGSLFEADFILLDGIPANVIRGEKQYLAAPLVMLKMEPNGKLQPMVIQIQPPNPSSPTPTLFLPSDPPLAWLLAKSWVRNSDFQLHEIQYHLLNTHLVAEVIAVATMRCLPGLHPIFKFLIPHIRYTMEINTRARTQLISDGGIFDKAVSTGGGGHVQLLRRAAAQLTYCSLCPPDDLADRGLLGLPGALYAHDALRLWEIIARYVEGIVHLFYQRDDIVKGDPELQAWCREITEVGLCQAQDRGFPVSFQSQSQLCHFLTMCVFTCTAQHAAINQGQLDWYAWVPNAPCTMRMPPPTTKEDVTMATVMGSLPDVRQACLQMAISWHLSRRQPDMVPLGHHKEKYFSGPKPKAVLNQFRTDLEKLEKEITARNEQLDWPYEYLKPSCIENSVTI
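Purified human 12hLO at 150 nM in 25 mM Hepes, 0.01% Triton X-100, pH 7.0, preincubated 15 min at room temperature with compound. Reaction started with 40 uM arachidonic acid, 30 min at room temperature. Hydroperoxide measured by Fe-xylenol orange, 573/405 nm absorbance ratio.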
D2 antag: antagonizes the human D2 dopamine receptor; P14416; HEK293 TREx D2 cells, calcium flux, dopamine EC80; inhibition, % at 10 µM; hit rate 2% among 340,000; AID 485344; in the data active = inhibition above about 30%; note: 0% is about no effect
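Read-out: kinetic calcium fluorescence (1 cycle/s) in inducible HEK293 T-REx D2 cells after an EC80 dopamine addition that followed 180 s compound preincubation. Loss of the dopamine response indicates antagonism.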
Vif-A3F inh: Vif-A3F binding inhibition; HeLa A3F-eYFP + Vif (tagged APOBEC3F with the HIV-1 protein that degrades it), YFP fluorescence increase; Potency, µM (series often up to 46.1 µM), inactives show top-dose activity, negative = active; hit rate 0.2% among 390,000; AID 602313; note: potency is the fitted concentration of half-maximal effect; % of control where 0% means no effect; nearly all actives have a fitted effect of over 65% in size
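Fluorescence increase (Ex 488/Em 500-530) after overnight compound treatment at 37 deg C flags inhibition of Vif-driven A3F-eYFP loss in stable HeLa A3F-eYFP/Vif cells seeded overnight beforehand.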
ERG Ets-DNA blk: ERG Ets/DNA interaction inhibition; P11308; fluorescence polarization, His-ERG Ets domain / labelled DNA; Potency, µM (highest dose often 76.9 µM), inactives show at the highest dose FP activity, negative = inhibition, hits mostly inhibitors; hit rate 0.028% among 370,000; active = well fitted inhibition curve with a large enough effect in the polarisation, with a control signal flat; inconclusive = small, poorly fitted or top-dose-only effect, or effect the other way, or a change in a side signal; inactive = no such curve, though single readings can be large or run the other way; the % refers to the polarisation;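 note: polarization taken with two DNA probes labelled with fluorescein and Texas red; potency is the fitted concentration of half-maximal effect; % of control where 0% means no effect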
Target sequence (P11308 whole entry, looked up, the tested form may be a part): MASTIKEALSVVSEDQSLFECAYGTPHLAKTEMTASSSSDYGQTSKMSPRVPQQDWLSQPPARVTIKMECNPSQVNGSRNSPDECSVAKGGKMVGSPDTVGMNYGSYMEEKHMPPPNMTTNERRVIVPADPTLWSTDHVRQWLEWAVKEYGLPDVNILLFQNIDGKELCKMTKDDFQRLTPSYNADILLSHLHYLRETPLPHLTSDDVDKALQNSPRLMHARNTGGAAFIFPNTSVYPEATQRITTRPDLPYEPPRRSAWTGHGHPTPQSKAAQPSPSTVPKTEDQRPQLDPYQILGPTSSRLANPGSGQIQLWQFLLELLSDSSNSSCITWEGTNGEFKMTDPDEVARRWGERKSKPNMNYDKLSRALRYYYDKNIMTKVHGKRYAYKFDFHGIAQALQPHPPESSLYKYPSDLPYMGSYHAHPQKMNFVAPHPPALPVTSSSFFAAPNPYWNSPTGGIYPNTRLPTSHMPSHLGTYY
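His-tagged ERG Ets domain (1 uM in the protein solution; 300mM KCl, 50mM Tris-HCl, 1mM EDTA, 1mM DTT, pH 7.5) received compound, then a probe mix of 5 nM fluorescein-DNA and 100nM Texas-615-DNA. Fluorescence polarization was read for both dyes.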
Starred values were filed as active, the others as inactive; ? = inconclusive; . = not tested or not shown; [ ] = dose if it differs, or a comment. Unless noted, calls come from the whole dose curve; as a rule, active = well fitted curve in the direction sought with a large enough effect; inconclusive = small, poorly fitted or top-dose-only effect, or another doubt; inactive = no such curve, though single readings can be large; an effect the other way counts as inactive or inconclusive. This is a subset, so the mix of outcomes need not match the whole.

SMILES | GRP78 ERSR act | RGS4 inh | LDHA inh | Vif-APOBEC3G blk | D2 agonist | ALOX12 inh | D2 antag | Vif-A3F inh | ERG Ets-DNA blk
COc1ccc(Cl)cc1NC(=O)CN1CCN(S(=O)(=O)N2CCC(C)CC2)CC1 | -3% | 17% | 1 | -1% | -2.9 | -9% | 1 | -11% | 6%
C=CCN(C(=O)CCC(=O)Nc1cc(C)on1)C(C(=O)NC1CCCC1)c1cccnc1 (centres undefined) | 8% | -1% | -4 | 1% | -1.0 | -5% | 2 | 2% | -1%
Cc1cc(C)c(N)cc1C | 7% | -20% | -2 | 2% | 0.4 | -10% | 2 | -3% | 13%
CN(CCC1CCOCC1)Cc1cn[nH]c1-c1ccc(-c2ccccc2)cc1 | 4% | 28% | -7 | -14% | 0.1 | -4% | 1 | 8% | 8%
CC(=O)NC(CC(=O)N(Cc1ccccc1)c1cccc(C)c1)c1ccccc1 (centres undefined) | -2% | -4% | 0 | 0% | 0.1 | . | 12 | -4% | 3%
COc1ccccc1C(=O)NCC(=O)NCC1(N2CCCCC2)CCCCC1 | -6% | 0% | -7 | -5% | 0.6 | -23% | 2 | -1% | .
Cc1ccc(C(C(=O)NC2CCCC2)N(Cc2ccc(F)cc2)C(=O)c2snc(C(N)=O)c2N)o1 (centres undefined) | -7% | 17% | -1 | 3% | . | -13% | . | 2% | -4%
COc1ccc(C(=O)Nc2cccc3nc(C)ccc23)c(OC)c1 | -3% | -9% | 0 | -1% | 1.2 | 4% | 13 | 5% | -9%
CCOC(=O)[C@@H]1[C@H]2COc3ccc(Br)cc3[C@H]2N2C(=O)N(c3ccc(OC)cc3)C(=O)[C@]12C | -2% | -7% | -1 | -9% | . | -6% | . | -1% | -28%
COc1ccc(-c2c(C#Cc3ccsc3)c3ccccc3n2C)cc1 | 4% | -30% | 5 | -5% | -0.8 | -29% | 15 | 9% | 1%
CCCCC1CC2=C(C(=O)OC(C)(C)O2)C(c2cccc3ccccc23)O1 (centres undefined) | -4% | . | 3 | 0% | . | 1% | . | . | .
COc1ccccc1NC(=O)CCN1CCC(C(N)=O)CC1 | -4% | -1% | -6 | 1% | -0.6 | -12% | . | -3% | 6%
Cc1noc(C)c1CSCC(=O)Nc1ccc(S(=O)(=O)C(F)F)cc1 | -3% | -10% | -1 | 0% | 0.5 | ? | 0 | 4% | 1%
OCC[C@H]1C[C@H](O)[C@@H](O)[C@]2(Cc3ccccc3CCO2)O1 | -3% | 8% | -6 | 1% | 0.4 | 1% | 1 | 7% | -8%
COc1ccccc1C1CCN(c2ccc(CO)cc2[N+](=O)[O-])CC1 | 4% | 14% | 5 | 2% | 2.3 | ? | -11 | 4% | -1%

Looked up by structure from the entries so far (six):
SMILES | GRP78 ERSR act | RGS4 inh | LDHA inh | Vif-APOBEC3G blk | D2 agonist | ALOX12 inh | D2 antag | Vif-A3F inh | ERG Ets-DNA blk
OCC[C@H]1C[C@H](O)[C@@H](O)[C@]2(Cc3ccccc3CCO2)O1 | -3% | 8% | -6 | 1% | 0.4 | 1% | 1 | 7% | -8%
COc1ccc(-c2c(C#Cc3ccsc3)c3ccccc3n2C)cc1 | 4% | -30% | 5 | -5% | -0.8 | -29% | 15 | 9% | 1%
CN(CCC1CCOCC1)Cc1cn[nH]c1-c1ccc(-c2ccccc2)cc1 | 4% | 28% | -7 | -14% | 0.1 | -4% | 1 | 8% | 8%
COc1ccc(C(=O)Nc2cccc3nc(C)ccc23)c(OC)c1 | -3% | -9% | 0 | -1% | 1.2 | 4% | 13 | 5% | -9%
CCOC(=O)[C@@H]1[C@H]2COc3ccc(Br)cc3[C@H]2N2C(=O)N(c3ccc(OC)cc3)C(=O)[C@]12C | -2% | -7% | -1 | -9% | . | -6% | . | -1% | -28%
Cc1ccc(C(C(=O)NC2CCCC2)N(Cc2ccc(F)cc2)C(=O)c2snc(C(N)=O)c2N)o1 (centres undefined) | -7% | 17% | -1 | 3% | . | -13% | . | 2% | -4%

Other results.
SMILES | GRP78 ERSR act | RGS4 inh | LDHA inh | Vif-APOBEC3G blk | D2 agonist | ALOX12 inh | D2 antag | Vif-A3F inh | ERG Ets-DNA blk
Cc1cc(SCC(=O)Nc2ccccc2)n2ncc(-c3ccccc3)c2n1 | 9% | -19% | -1 | -14% | 0.2 | 0% | 11 | ? | 5%
COc1ccc2c(c1)Cc1cc(NC(=O)c3ccccc3-c3ccccc3C(=O)O)ccc1-2 | -4% | . | -19 | -2% | . | -19% | . | -1% | .
O=C(O)c1cc(O)c2c(c1)[C@@H]([C@H]1c3cc(C(=O)O)cc(O)c3C(=O)c3c(O[C@@H]4O[C@H](CO)[C@@H](O)[C@H](O)[C@H]4O)cccc31)c1cccc(OC3O[C@H](CO)[C@@H](O)[C@H](O)[C@H]3O)c1C2=O (some centres undefined) | -5% | ? | 8 | 3% | 0.8 | 50µM* | -4 | 2% | -8%
Cc1ccc2[nH]c3c(=O)n(Cc4ccco4)cnc3c2c1 | 4% | -31% | -3 | 3% | -0.7 | -6% | 7 | -1% | -8%
CCC(C)(c1ccc(C=O)s1)c1ccc(C=O)s1 | -5% | -34% | -3 | 3% | 0.3 | -23% | -6 | 2% | 0%
N/C(=N\OC(=O)Cc1ccc([N+](=O)[O-])cc1)c1ccccn1 | -12% | 4% | 1 | 0% | 0.0 | 5% | -9 | 0% | -2%
COC(=O)CC1=C(C(=O)OC)C(c2cccc(OCC(N)=O)c2)C(C#N)=C(N)O1 (centres undefined) | -1% | 5% | 1 | -4% | -0.4 | 0% | -4 | -12% | -14%
COc1cccc(NC(=O)CN(C)CC(=O)c2c(C)[nH]c3ccccc23)c1 | 0% | -8% | -7 | -7% | 0.7 | ? | -1 | 3% | 1%
CCn1cc(C(=O)N2CCc3ccccc32)c(=O)c2cc(S(=O)(=O)N3CCOCC3)ccc21 | -2% | -22% | -3 | -2% | -0.8 | -5% | -13 | 1% | 0%
CCOC(=O)C1CCCN(C(=S)Nc2ccc(S(=O)(=O)N3CCOCC3)cc2)C1 (centres undefined) | -5% | -18% | 0 | 0% | . | -5% | . | -8% | -1%
CNC(=O)/C(C#N)=C/c1c(N2CCN(c3cccc(Cl)c3)CC2)nc2c(C)cccn2c1=O | -2% | 10% | -3 | 0% | 1.2 | 4% | -7 | 14% | -7%
O=C(/C=C/c1ccccc1)OCCCCN=C1NS(=O)(=O)c2ccccc21 | -1% | ? | -7 | -5% | -0.7 | -5% | 8 | -7% | 1%
CN(c1ccccc1C(=O)Nc1ccc2c(c1)n(C)c(=O)n2C)S(C)(=O)=O | 2% | -6% | -5 | 1% | -0.6 | -2% | -9 | -4% | 24%
O=C(/C=C/c1ccccc1)NCC1(c2ccccc2)CCOCC1 | -3% | 16% | -7 | 0% | -0.3 | 191%[activator] | 7 | -9% | 5%
Cc1cccc(C)c1NC(=O)CCCn1c(=O)c2cccn2c2ccccc21 | -3% | -27% | -1 | -1% | -0.1 | -12% | . | 0% | -1%
CCS(=O)(=O)c1c([N+](=O)[O-])ncn1C | -14% | -10% | 0 | ? | -0.5 | -12% | -12 | 5% | -12%
CCOC(=O)C1CCCN(C(=O)c2ccc(C)cc2O)C1 (centres undefined) | 0% | 24% | 1 | 3% | 0.2 | -6% | -8 | 1% | -11%
C=CCC1(O)C(=O)N2C(=C1C(=O)OCC)c1ccc3ccccc3c1CC2(C)C (centres undefined) | -3% | -7% | -2 | -3% | . | 0% | . | 4% | -18%
Cc1cc(C)cc(N(CC(=O)NC2CCCC2)C(=O)C2(C)CC(=O)N=C3C=CC=CN32)c1 (centres undefined) | -5% | 6% | -1 | 3% | 0.6 | -33% | 7 | 3% | -13%
Cc1nnc(SC(C)C(=O)Nc2ccc(Cl)cn2)n1Cc1ccccc1 (centres undefined) | -4% | -2% | 5 | 2% | -0.7 | -15% | 8 | -6% | .
Cc1ccccc1Cn1nnc2c(=O)[nH]c(C3CCN(C(=O)c4ccc(F)cc4)CC3)nc21 | -3% | 24% | 3 | 3% | -1.2 | -2% | . | 2% | -1%
Cc1onc(-c2c(Cl)cccc2Cl)c1C(O)c1ccc(F)cc1 (centres undefined) | -2% | -8% | -2 | 1% | 0.2 | 4% | 11 | 0% | 1%
COc1ccc(N2CC(C(=O)Nc3nnc(SCC(=O)NC(C)(C)C)s3)CC2=O)cc1 (centres undefined) | -3% | 4% | -14 | 1% | -0.1 | -17% | -1 | -5% | -18%
Nc1nc(Nc2ccccc2)nc2ccccc12 | -7% | 21%[11.4 µM] | -7 | -9% | -0.3 | ? | -11 | 2% | -14%
CC(=O)c1c(C)[nH]c(C(=O)Nc2cccc(S(=O)(=O)N(C)C)c2)c1C | 4% | -10% | 1 | 1% | 0.1 | 13% | 6 | 7% | 7%
CCOC(=O)c1ccc[n+](CC(=O)c2ccc(OC)cc2)c1 | 0% | 5% | 0 | -2% | -0.6 | -7% | 10 | 2% | -11%

Record cards, from the list above.
Nc1nc(Nc2ccccc2)nc2ccccc12 across the screens: GRP78 ERSR act: -7%; RGS4 inh: 21%[11.4 µM]; LDHA inh: -7; Vif-APOBEC3G blk: -9%; D2 agonist: -0.3; ALOX12 inh: ?; D2 antag: -11; Vif-A3F inh: 2%; ERG Ets-DNA blk: -14%
CCOC(=O)C1CCCN(C(=O)c2ccc(C)cc2O)C1 (centres undefined) across the screens: GRP78 ERSR act: 0%; RGS4 inh: 24%; LDHA inh: 1; Vif-APOBEC3G blk: 3%; D2 agonist: 0.2; ALOX12 inh: -6%; D2 antag: -8; Vif-A3F inh: 1%; ERG Ets-DNA blk: -11%
